From PubChem BioAssay
ATXN2 expr inh: reduces ATXN2 reporter expression in HEK-293 cells; AID 1745845; HEK-293 ATXN2-luciferase reporter, luminescence, 24 h; 360,000 tested, 0.72% active; Potency, µM (titrated, usually from 57 µM), inactives show top-dose activity change, negative = inhibition, hits mostly inhibitors; further: potency means the concentration at half of the fitted maximal effect; on the % scale 0 is the no-effect control and ±100 the full control effect; nearly all actives have a fitted effect of over 55% in size
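qHTS (up to 57 uM final) was run with 24 h compound exposure of reporter cells at 37 °C. Each well was multiplexed: SteadyGlo luminescence measured ATXN2-luciferase expression after a fluorogenic Gly-Phe-AFC viability readout (25 uM final).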
IL-1B inflam inh: blocks inflammasome-driven IL-1 beta release; THP-1 LPS/ATP IL-1B secretion, AlphaLISA, 16 h; stronger effect = lower value; activity change, % at 57.5 µM; 360,000 tested, 4.7% active; AID 743279; in the data active means activity change below about -50%; inconclusive means mostly about -30% to -49%; further: on the % scale 0 is the no-effect control and ±100 the full control effect
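THP-1 cells pretreated 1 hr with compounds (up to 57.5 uM final), then stimulated with LPS (250 ng/mL final) plus ATP (1.25 mM final); secreted IL-1B measured by AlphaLISA after 16 hr, decreased signal indicating inhibition.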
KB-3-1 tox: kills parental KB-3-1 adenocarcinoma cells. KB-3-1 viability, CellTiter-Glo ATP luminescence, 72 h. Potency, µM (top dose mostly 46.1 µM), for the others: at the top dose activity change, negative = cytotoxic, actives largely listed as cytotoxic. 400,000 tested, 1.4% active. AID 1347075; further: potency means the concentration at half of the fitted maximal effect; on the % scale 0 is the no-effect control and ±100 the full control effect; nearly all actives have a fitted effect of over 60% in size
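Cytotoxicity in the drug-sensitive parental line KB-3-1 was scored as loss of CellTiter-Glo luminescence following 72 h incubation with compound. Values come from curve fitting of normalized concentration-response data.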
MCF10A rereplic: DNA re-replication induction in MCF 10a cells | MCF 10A DNA re-replication, Hoechst nuclear intensity, 48 h | Potency, µM (highest dose often 46.1 µM), without a hit: top-dose activity, positive = re-replication, actives largely listed as activators | 350,000 tested, 2.9% active; further: potency means the concentration at half of the fitted maximal effect; % of control where 0% means no effect; nearly all actives have a fitted effect of over 50% in size
HT1080 IDH1KD tx: toxicity to HT-1080 IDH1 knockdown cells (counter line). 360,000 tested, 2% active. Potency, µM (top dose mostly 46.1 µM), for the others: at the top dose activity, negative = toxicity, hits mostly cytotoxic. HT-1080 IDH1 knockdown viability, ATP luminescence, 48 h;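 further: potency means the concentration at half of the fitted maximal effect; 0% = DMSO wells and -100% = cell-free medium wells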
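In this qHTS, HT-1080 cells depleted of IDH1 are exposed for 48 h at 37 °C to compound titrations. Toxicity is scored from CellTiter-Glo luminescence, with DMSO as full viability and medium alone as none.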
HT1080-NT tox: kills 2HG-producing HT-1080-NT fibrosarcoma cells; 360,000 tested, 1.6% active; HT-1080-NT fibrosarcoma viability, CellTiter-Glo ATP luminescence, 48 h; AID 686970; Potency, µM (top dose mostly 46.1 µM), without a hit: at the top dose activity, negative = less viability, hits mostly cytotoxic;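 further: NT is the 2HG producing partner of a matched IDH1 knockdown line; potency means the concentration at half of the fitted maximal effect; 0% = DMSO-treated cells and -100% = media-only wells without cells; nearly all actives have a fitted effect of over 55% in size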
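HT-1080-NT; 750 cells/well; 5% FBS RPMI; 48 h compound, 37 degrees C; CellTiter-Glo luminescence; curve fitting and curve-class assignment.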
WRN helicase inh: WRN helicase (human) inhibition; Potency, µM (series often up to 114 µM), inactives show at the highest dose activity change, negative = inhibition, usual class: inhibitors; AID 651768; Q14191; 360,000 tested, 0.46% active; WRN helicase unwinding, fluorescent forked duplex, kinetic; further: potency means the concentration at half of the fitted maximal effect; on the % scale 0 is the no-effect control and ±100 the full control effect; nearly all actives have a fitted effect of over 55% in size
Target sequence (Q14191 whole entry, looked up): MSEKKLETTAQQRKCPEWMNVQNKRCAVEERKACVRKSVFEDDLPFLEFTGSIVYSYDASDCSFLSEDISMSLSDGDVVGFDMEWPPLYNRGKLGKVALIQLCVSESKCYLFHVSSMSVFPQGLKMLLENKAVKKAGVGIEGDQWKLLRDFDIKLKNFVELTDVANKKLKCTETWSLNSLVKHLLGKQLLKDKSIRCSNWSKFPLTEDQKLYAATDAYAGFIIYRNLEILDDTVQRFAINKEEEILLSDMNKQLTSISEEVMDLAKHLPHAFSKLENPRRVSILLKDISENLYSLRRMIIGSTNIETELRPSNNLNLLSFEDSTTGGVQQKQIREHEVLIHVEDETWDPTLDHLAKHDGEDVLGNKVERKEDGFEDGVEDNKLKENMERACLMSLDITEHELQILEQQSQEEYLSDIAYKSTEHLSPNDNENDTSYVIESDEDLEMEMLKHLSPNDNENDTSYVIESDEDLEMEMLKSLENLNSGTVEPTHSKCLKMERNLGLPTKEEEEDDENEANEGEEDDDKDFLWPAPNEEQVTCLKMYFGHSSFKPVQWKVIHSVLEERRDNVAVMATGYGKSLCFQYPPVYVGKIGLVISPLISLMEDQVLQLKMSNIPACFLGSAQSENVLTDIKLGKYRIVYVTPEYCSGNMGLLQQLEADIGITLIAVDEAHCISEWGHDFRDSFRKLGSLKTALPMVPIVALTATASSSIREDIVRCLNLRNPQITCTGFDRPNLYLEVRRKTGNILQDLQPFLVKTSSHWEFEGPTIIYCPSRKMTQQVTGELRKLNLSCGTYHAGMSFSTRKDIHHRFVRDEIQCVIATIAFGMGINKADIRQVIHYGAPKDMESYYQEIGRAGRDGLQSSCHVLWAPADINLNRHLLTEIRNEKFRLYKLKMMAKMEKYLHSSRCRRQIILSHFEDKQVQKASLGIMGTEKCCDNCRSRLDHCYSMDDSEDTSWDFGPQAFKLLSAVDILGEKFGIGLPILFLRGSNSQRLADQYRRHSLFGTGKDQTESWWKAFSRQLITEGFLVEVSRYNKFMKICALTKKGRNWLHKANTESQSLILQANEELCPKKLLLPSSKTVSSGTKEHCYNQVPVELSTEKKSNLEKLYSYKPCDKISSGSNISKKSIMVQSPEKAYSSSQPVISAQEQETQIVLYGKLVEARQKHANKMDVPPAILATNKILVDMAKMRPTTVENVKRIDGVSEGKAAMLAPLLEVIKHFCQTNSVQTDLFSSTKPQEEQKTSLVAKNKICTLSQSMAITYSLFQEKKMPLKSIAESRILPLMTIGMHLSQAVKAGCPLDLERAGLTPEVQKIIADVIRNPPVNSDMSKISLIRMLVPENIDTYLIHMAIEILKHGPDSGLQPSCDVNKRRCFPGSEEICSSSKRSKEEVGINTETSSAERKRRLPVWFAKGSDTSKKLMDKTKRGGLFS
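Screening of the MLSMR collection measured strand separation of a quenched forked DNA duplex (100 nM) by 20 nM WRN with 2 mM ATP, all final. Compounds were preincubated with enzyme 15 min at room temperature.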
KB-V1 cytotox: kills drug-selected multidrug resistant KB-V1 cells; KB-V1 MDR cells viability, CellTiter-Glo, 72 h; Potency, µM (doses to about 46.1 µM), inactives show top-dose activity change, negative = cytotoxicity, actives largely listed as cytotoxic; 400,000 tested, 3.4% active; AID 1347076; further: potency means the concentration at half of the fitted maximal effect; on the % scale 0 is the no-effect control and ±100 the full control effect; nearly all actives have a fitted effect of over 60% in size
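KB-V1 cells (P-gp-expressing MDR subline of KB-3-1) in phenol-red-free DMEM with 10% FBS were exposed to library compounds over a concentration series for 72 h at 37 degrees C. Viability read by CellTiter-Glo luminescence; concentration-effect curves fitted after normalization.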
SW480 rereplic: DNA re-replication induction in SW480 cells; SW480 DNA re-replication, Hoechst DNA content imaging, 48 h; Potency, µM (doses to about 46.1 µM), for inactives: at the highest dose re-replication activation, actives largely listed as activators; 340,000 tested, 1.8% active; AID 624297; further: potency means the concentration at half of the fitted maximal effect; % of control where 0% means no effect; nearly all actives have a fitted effect of over 55% in size
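Quantitative HTS format with DMSO vehicle controls; 48 hr drug incubation at 37 C, then 40 min Hoechst staining and scanning imager measurement at 405 nm excitation.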
* hit, by the source's call; & = joins results of further samples; [ ] = another dose, or the depositor's remark. Unless noted, the call rests on the fitted dose curve; in most records, active means well fitted curve in the direction sought with a large enough effect; inconclusive means small, poorly fitted or top-dose-only effect, or another doubt; inactive means no such curve, though single readings can be large; an effect the other way counts as inactive or inconclusive. Compounds as they come. About 12% of those tested had a hit in this group.

What do the screens show for `CC1CCC(=O)N(CCC#N)CC1` (stereo not drawn)?
ATXN2 expr inh: -1%; IL-1B inflam inh: 24; KB-3-1 tox: 0%&2%; MCF10A rereplic: -3%; HT1080 IDH1KD tx: 4%; HT1080-NT tox: 0%; WRN helicase inh: 0%; KB-V1 cytotox: inconclusive; SW480 rereplic: -65%[inhibitor][9.22 µM]

How did COCCCNC(NC(=O)c1ccc(C)cc1)C(Cl)(Cl)Cl (stereo not drawn) do in these assays?
ATXN2 expr inh: 6%; IL-1B inflam inh: 19; KB-3-1 tox: -10%; MCF10A rereplic: 2%; HT1080 IDH1KD tx: 4%; HT1080-NT tox: 1%; WRN helicase inh: -8%; KB-V1 cytotox: 21µM*; SW480 rereplic: -3%

Results for O=[N+]([O-])c1ccccc1Nc1nc(-c2cccnc2)cs1 ?
IL-1B inflam inh: -8; KB-3-1 tox: 1%; MCF10A rereplic: 15%; HT1080 IDH1KD tx: -11%; HT1080-NT tox: 4%; WRN helicase inh: -6%; KB-V1 cytotox: inconclusive; SW480 rereplic: -5%

Results for CCCCC1(Cc2cccc([N+](=O)[O-])c2)C(=O)N(c2ccccc2)N(c2ccccc2)C1=O ?
ATXN2 expr inh: inconclusive; IL-1B inflam inh: 4; KB-3-1 tox: 0%; MCF10A rereplic: inconclusive; HT1080 IDH1KD tx: inconclusive; HT1080-NT tox: -5%; WRN helicase inh: -5%; KB-V1 cytotox: -4%; SW480 rereplic: inconclusive

How did CN(C)S(=O)(=O)c1cc(NC(=O)COC(=O)CC2CC3CCC2C3)ccc1Cl (stereo not drawn) do in these assays?
IL-1B inflam inh: 9; KB-3-1 tox: inconclusive; MCF10A rereplic: -2%; HT1080 IDH1KD tx: 0%; HT1080-NT tox: -2%; WRN helicase inh: -8%; KB-V1 cytotox: -48%; SW480 rereplic: -5%

How did COCCCn1c(=O)c2ccccc2n(Cc2ccccc2C)c1=O do in these assays?
ATXN2 expr inh: -4%; IL-1B inflam inh: -13; KB-3-1 tox: -8%; MCF10A rereplic: inconclusive; HT1080 IDH1KD tx: -3%; HT1080-NT tox: -12%; WRN helicase inh: 3%; KB-V1 cytotox: -5%; SW480 rereplic: -105%[inhibitor]

What do the screens show for `O=C(/C=C/c1ccc(N2CCOCC2)cc1)c1ccccc1`?
IL-1B inflam inh: -239*; KB-3-1 tox: -17%; MCF10A rereplic: inconclusive; HT1080 IDH1KD tx: -25%; HT1080-NT tox: -10%; WRN helicase inh: -12%; KB-V1 cytotox: -11%; SW480 rereplic: -2%

Results for CC(=O)c1sc(NC(=O)CSCc2c(C)noc2C)nc1-c1ccccc1 ?
ATXN2 expr inh: -15%; IL-1B inflam inh: -15; KB-3-1 tox: 11%; MCF10A rereplic: 6%; HT1080 IDH1KD tx: 6%; HT1080-NT tox: 1%; WRN helicase inh: 0%; KB-V1 cytotox: 1%; SW480 rereplic: 0%

What do the screens show for `Cc1nc(N)[nH]c(=O)c1CCCNS(=O)(=O)c1ccc([N+](=O)[O-])cc1`?
ATXN2 expr inh: -12%; IL-1B inflam inh: 15; KB-3-1 tox: -2%; MCF10A rereplic: -3%; HT1080 IDH1KD tx: 0%; HT1080-NT tox: -10%; WRN helicase inh: -9%; KB-V1 cytotox: 23%; SW480 rereplic: -1%

Results for CC[C@H](C)[C@@H](C(=O)NCCCCCCCCCCC(=O)N1CCNCC1)n1cc(CCCCN=C(N)N)nn1 ?
ATXN2 expr inh: 20%; IL-1B inflam inh: -1; KB-3-1 tox: -8%; MCF10A rereplic: -32%[inhibitor]; HT1080 IDH1KD tx: 10%; HT1080-NT tox: 7%; WRN helicase inh: -1%; KB-V1 cytotox: inconclusive; SW480 rereplic: 1%[9.22 µM]

How did CC12CC3CC(C)(C1)CC(C(=O)NCc1ccco1)(C3)C2 do in these assays?
ATXN2 expr inh: -14%; IL-1B inflam inh: 17; KB-3-1 tox: 9%; MCF10A rereplic: 5%; HT1080 IDH1KD tx: 1%; HT1080-NT tox: 0%; WRN helicase inh: -4%; KB-V1 cytotox: -10%; SW480 rereplic: -1%

Results for c1ccc(-n2nnnc2N2CCOCC2)cc1 ?
ATXN2 expr inh: -1%; IL-1B inflam inh: 12; KB-3-1 tox: -6%; MCF10A rereplic: 1%; HT1080 IDH1KD tx: -2%; HT1080-NT tox: -2%; WRN helicase inh: -18%; KB-V1 cytotox: -12%; SW480 rereplic: -1%

Reprinted from the part before: two compounds, followed by the next part.
How did CC12CC3CC(C)(C1)CC(C(=O)NCc1ccco1)(C3)C2 do in these assays?
ATXN2 expr inh: -14%; IL-1B inflam inh: 17; KB-3-1 tox: 9%; MCF10A rereplic: 5%; HT1080 IDH1KD tx: 1%; HT1080-NT tox: 0%; WRN helicase inh: -4%; KB-V1 cytotox: -10%; SW480 rereplic: -1%

Results for c1ccc(-n2nnnc2N2CCOCC2)cc1 ?
ATXN2 expr inh: -1%; IL-1B inflam inh: 12; KB-3-1 tox: -6%; MCF10A rereplic: 1%; HT1080 IDH1KD tx: -2%; HT1080-NT tox: -2%; WRN helicase inh: -18%; KB-V1 cytotox: -12%; SW480 rereplic: -1%

How did Oc1ccc(/C=N/Nc2ccc3ccccc3c2)c(O)c1 do in these assays?
ATXN2 expr inh: 27%; IL-1B inflam inh: -14; KB-3-1 tox: -9%; MCF10A rereplic: inconclusive; HT1080 IDH1KD tx: -21%; HT1080-NT tox: -29%; WRN helicase inh: -10%; KB-V1 cytotox: -5%; SW480 rereplic: 0%

Results for COc1ccccc1NC(=O)c1ccc(S(=O)(=O)N2CCCC(C)C2)cc1 (stereo not drawn) ?
ATXN2 expr inh: -6%; IL-1B inflam inh: -8; KB-3-1 tox: -14%; MCF10A rereplic: 10%; HT1080 IDH1KD tx: -4%; HT1080-NT tox: 0%; WRN helicase inh: -4%; KB-V1 cytotox: -26%; SW480 rereplic: 0%

Results for Nc1cc(=O)nc(SCc2ccccc2)n1Cc1ccco1 ?
ATXN2 expr inh: 2%; IL-1B inflam inh: 0; KB-3-1 tox: 0%; MCF10A rereplic: 2%; HT1080 IDH1KD tx: 10%; HT1080-NT tox: 16%; WRN helicase inh: -21%; KB-V1 cytotox: 0%; SW480 rereplic: -1%

Results for COc1ccc(C2c3ccc(O)cc3Oc3ncn(CC(C)C)c(=N)c32)cc1 (stereo not drawn) ?
ATXN2 expr inh: -38%; IL-1B inflam inh: inconclusive; KB-3-1 tox: -13%; MCF10A rereplic: 16%; HT1080 IDH1KD tx: -1%; HT1080-NT tox: -5%; WRN helicase inh: 8%; KB-V1 cytotox: -7%; SW480 rereplic: 19%

How did O=C(CNCc1cccs1)NC12CC3CC(CC(C3)C1)C2 do in these assays?
ATXN2 expr inh: -7%; IL-1B inflam inh: 5; KB-3-1 tox: -14%; MCF10A rereplic: 1%; HT1080 IDH1KD tx: -1%; HT1080-NT tox: -2%; WRN helicase inh: -1%; KB-V1 cytotox: inconclusive; SW480 rereplic: -4%

What do the screens show for `CCOc1ccc(CCNC(=O)c2cccc(NC3=NC4CS(=O)(=O)CC4S3)c2)cc1OCC` (stereo not drawn)?
ATXN2 expr inh: -18%; IL-1B inflam inh: -15; KB-3-1 tox: 1%; MCF10A rereplic: 10%; HT1080 IDH1KD tx: 8%; HT1080-NT tox: 10%; WRN helicase inh: 7%; KB-V1 cytotox: -17%; SW480 rereplic: -12%

Results for Cn1c(=O)cc(SCC(=O)NCC2COc3ccccc3O2)c2ccccc21 (stereo not drawn) ?
ATXN2 expr inh: 7%; IL-1B inflam inh: 21; KB-3-1 tox: -7%; MCF10A rereplic: 1%; HT1080 IDH1KD tx: 4%; HT1080-NT tox: -2%; WRN helicase inh: 0%; KB-V1 cytotox: -26%; SW480 rereplic: -4%

What do the screens show for `O=C(NCCSc1c[nH]c2ccccc12)c1ccc(Br)o1`?
ATXN2 expr inh: -17%; IL-1B inflam inh: -10; KB-3-1 tox: 13%; MCF10A rereplic: 15%; HT1080 IDH1KD tx: 13%; HT1080-NT tox: 0%; WRN helicase inh: 2%; KB-V1 cytotox: inconclusive; SW480 rereplic: 5%

How did CCOc1ccc(S(=O)(=O)NCCC(=O)NC2CCCCC2)cc1 do in these assays?
ATXN2 expr inh: 23%; IL-1B inflam inh: 7; KB-3-1 tox: 7%; MCF10A rereplic: 2%; HT1080 IDH1KD tx: 0%; HT1080-NT tox: -1%; WRN helicase inh: 4%; KB-V1 cytotox: -9%; SW480 rereplic: 4%

Results for C[C@H](CO)N1C[C@H](C)[C@H](CN(C)S(=O)(=O)c2ccc(C#N)cc2)OCc2cnnn2CCCC1=O ?
ATXN2 expr inh: 5%; IL-1B inflam inh: -5; KB-3-1 tox: -5%; HT1080 IDH1KD tx: -1%; HT1080-NT tox: -6%; WRN helicase inh: 0%; KB-V1 cytotox: 0%

What do the screens show for `Cc1ccc(/C=N/N2CCN(c3ccccc3)CC2)cc1`?
ATXN2 expr inh: 3%; IL-1B inflam inh: inconclusive; KB-3-1 tox: 1%; MCF10A rereplic: -2%; HT1080 IDH1KD tx: 0%; HT1080-NT tox: 8%; WRN helicase inh: -16%; KB-V1 cytotox: 5%; SW480 rereplic: -3%

What do the screens show for `CCCCN(C(=O)C1CCN(C(=O)c2ccccc2C)CC1)c1c(N)n(CCCC)c(=O)[nH]c1=O`?
ATXN2 expr inh: 1%; IL-1B inflam inh: 11; MCF10A rereplic: 21%; HT1080 IDH1KD tx: 14%; HT1080-NT tox: 15%; WRN helicase inh: -10%; SW480 rereplic: -6%

What do the screens show for `O=C(/C=C/c1ccco1)N1CCCC(c2ccccc2)C1` (stereo not drawn)?
IL-1B inflam inh: 0; KB-3-1 tox: 6%; MCF10A rereplic: inconclusive; HT1080 IDH1KD tx: 2%; HT1080-NT tox: 1%; WRN helicase inh: -19%; KB-V1 cytotox: -13%; SW480 rereplic: inconclusive
